High-throughput results from PubChem.
USP2a inh: USP2a (human) protease inhibition | 0.01% of 330,000 active | O75604 | USP2 core, Ub-CHOP2 coupled fluorogenic reporter, 485/531 | Potency, µM (titrated, usually from 38.3 µM), for the others: at the highest dose activity change, negative = inhibition, most hits filed as inhibitors;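 also: potency is read from the fitted curve at half-maximal effect; plate controls were DMSO wells for no effect and full inhibition by NEM control for full effect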
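Deubiquitinase activity read as fluorescence (485/531 nm) after Ub-CHOP2 cleavage activates the enterokinase reporter on its substrate; USP2 core 10nM, Ub-CHOP2 and substrate 25nM each, 30min compound preincubation then 60min RT; data normalized to NEM, curves fitted.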
FBPA coupling cs: inhibits coupling enzyme system, counter-screen for aldolase hits; coupling enzyme system counterscreen, AmpLite Red fluorescence; activity change, negative = inhibition, % at 58.2 µM, hits read low; 0.67% of 290,000 active; AID 2472; in the data active = activity change below about -30%; also: % is scaled to controls: 0 for no effect and ±100 for the full control effect
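Coupling enzymes only (glyceraldehyde-3-phosphate) + compound, at 57.5 uM final, 10 min RT; add substrate/coupling/AmpLite Red mix, 20 min RT; fluorescence ex 525/em 598 nm. Actives flag coupling-system interference.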
Giardia kill: Giardia lamblia killing | Giardia lamblia trophozoite viability | activity change, % at 7.66 µM, hits read low | 0.15% of 340,000 active | AID 540267; in the data active = activity change below about -80%; inconclusive = between about -30% and that limit;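 also: parasites exposed to compound for two days anaerobically before the ATP read; % is scaled to controls: 0 for no effect and ±100 for the full control effect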
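Each well holds 100 Giardia trophozoites and compound. After two days (48 hrs) at 37 deg C in anaerobic conditions, ATP is quantified by luminescence.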
B2AR arrestin: beta2AR (human) beta-arrestin recruitment activity; P07550; beta-arrestin recruitment to beta2AR, cell-based reporter; Potency, µM (titrated, usually from 46.1 µM), for inactives: at the top dose activation, hits mostly activators; 0.02% of 330,000 active;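 also: potency is read from the fitted curve at half-maximal effect; 0% = DMSO controls and full agonism = EC100 isoproterenol or metaproterenol; nearly all actives have a fitted effect of over 65% in size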
KCNH2 3.1 block: blocks the human KCNH2 3.1 channel isoform; U2OS KCNH2 3.1, thallium flux FluxOr; hits give low values; activity change, % (tested at about 1.8 µM); 0.95% of 340,000 active; AID 720553;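 active = maximum activity change below -70%; inconclusive = maximum activity change from -70% to -50%; inactive = maximum activity change above -50%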;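 also: thallium influx rate constant from kinetic fluorescence after stimulation buffer; % is scaled to controls: 0 for no effect and ±100 for the full control effect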
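U2OS cells transduced with KCNH2 3.1 mutant virus (1.77 x 10^8 /mL, 4 h), plated overnight at 37 C, loaded 45 min with FluxOr dye plus Red40 quencher. Thallium flux rate constant from kinetic reads after stimulation buffer, normalised to controls.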
hERG WT inh: inhibitors of human wildtype KCNH2 potassium channel | 0.37% of 340,000 active | activity change, % at 1.84 µM | AID 720551 | U2OS, BacMam KCNH2, thallium flux FluxOr; hits give low values;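 active = maximum activity change below -70%; inconclusive = maximum activity change between -70% and -50%; inactive = maximum activity change above -50%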; also: % is scaled to controls: 0 for no effect and ±100 for the full control effect
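U2OS cells were transduced with wild-type KCNH2 virus (2.03 x 10^8 / mL) for 4 h at room temperature, then cultured overnight at 37 C. Thallium flux was read with FluxOr dye. Rate constants were normalized to DMSO controls.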
PKM2 activator: PKM2 (human) enzyme activation | P14618 | purified PKM2, Kinase-Glo ATP luminescence, activation; response scale: 0% is enzyme alone, no compound | Potency, µM (highest dose often 57.5 µM), for inactives: at the top dose activation, most hits filed as activators | 0.34% of 260,000 active; also: potency is read from the fitted curve at half-maximal effect; % is scaled to controls: 0 for no effect and ±100 for the full control effect; nearly all actives have a fitted effect of over 55% in size
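ATP formation by purified human PK-M2, quantified via coupled luciferase luminescence after 1 h at room temperature with 0.1 mM ADP and 0.5 mM PEP final.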
GALK inh: inhibitors of human galactokinase. P51570. Purified GALK, Kinase-Glo residual ATP luminescence. Potency, µM (series often up to 57.5 µM), for the others: at the top dose activity change, negative = inhibition, most hits filed as inhibitors. 0.007% of 270,000 active; also: potency is read from the fitted curve at half-maximal effect; % is scaled to controls: 0 for no effect and ±100 for the full control effect
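GALK at 5 nM final was combined with compound, 35 uM ATP and 100 uM galactose in HEPES pH8.0 with MgCl2 and DTT. The reaction ran one hour at room temperature before luminescent ATP detection.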
TRPV1 agonist: activates the human vanilloid receptor TRPV1 | Q8NER1 | TRPV1-expressing cells, Fluo-8 calcium influx, agonist mode | activation, % at 8.33 µM | 0.19% of 320,000 active; in the data active = activation above about 80%; inconclusive = between about 30% and that limit; also: 0% is about no effect
Target sequence (Q8NER1 whole entry, looked up): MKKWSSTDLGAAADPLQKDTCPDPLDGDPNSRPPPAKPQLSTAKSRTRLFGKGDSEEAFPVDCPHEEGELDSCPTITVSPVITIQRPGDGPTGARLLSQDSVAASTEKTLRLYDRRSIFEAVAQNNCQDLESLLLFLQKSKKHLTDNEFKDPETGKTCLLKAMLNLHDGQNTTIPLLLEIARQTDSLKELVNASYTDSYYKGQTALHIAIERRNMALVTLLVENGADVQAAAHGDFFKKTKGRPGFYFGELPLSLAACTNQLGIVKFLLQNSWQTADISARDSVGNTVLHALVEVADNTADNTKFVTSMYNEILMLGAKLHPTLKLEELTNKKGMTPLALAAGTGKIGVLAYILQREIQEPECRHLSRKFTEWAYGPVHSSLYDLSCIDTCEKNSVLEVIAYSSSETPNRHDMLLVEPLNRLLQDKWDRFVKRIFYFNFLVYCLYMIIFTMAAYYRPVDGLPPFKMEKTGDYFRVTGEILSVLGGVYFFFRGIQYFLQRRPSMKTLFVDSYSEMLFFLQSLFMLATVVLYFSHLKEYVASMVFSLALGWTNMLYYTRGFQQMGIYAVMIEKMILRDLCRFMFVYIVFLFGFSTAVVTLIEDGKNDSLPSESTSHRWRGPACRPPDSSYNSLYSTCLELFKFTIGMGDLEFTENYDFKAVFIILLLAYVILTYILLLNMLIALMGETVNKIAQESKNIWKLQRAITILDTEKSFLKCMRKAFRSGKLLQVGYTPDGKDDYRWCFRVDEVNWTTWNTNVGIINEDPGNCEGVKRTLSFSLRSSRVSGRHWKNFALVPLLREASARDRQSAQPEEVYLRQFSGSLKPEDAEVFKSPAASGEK
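TRPV1-expressing cells were cultured overnight at 35.5C and loaded with Fluo-8 calcium dye for 40 to 90 min at room temperature. After a 10 s baseline, compound was added and calcium influx was read kinetically for 3 min (ex 480/em 520 nm).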
Menin-MLL TR inh: menin-MLL binding inhibition, Texas Red mutant peptide | O00255 | Menin + Texas Red MLL mutant peptide, fluorescence polarization | Potency, µM (top dose mostly 61.6 µM), inactives show at the top dose FP activity change, negative = inhibition, hits mostly inhibitors | 0.23% of 270,000 active | AID 1768; active = well fitted inhibition curve with a large enough effect in the polarisation, with a control signal flat, not every such curve was filed as active; inconclusive = small, poorly fitted or top-dose-only effect, or effect the other way, or a change in a side signal; inactive = no such curve, though single readings can be large or run the other way; the % refers to the polarisation; also: potency is read from the fitted curve at half-maximal effect; % of control where 0% means no effect; many of its hits are not listed in these tables
CXXC DNA block: inhibitors of human MLL CXXC domain-DNA interaction; Q03164; 0.037% of 290,000 active; MLL-CXXC / FITC-HOXA9 DNA fluorescence polarization; Potency, µM (titrated, usually from 115 µM), inactives show at the highest dose activity change, negative = inhibition, actives largely listed as inhibitors; active = well fitted inhibition curve with a large enough effect in the polarisation, with a control signal flat, not every such curve was filed as active; inconclusive = small, poorly fitted or top-dose-only effect, or effect the other way, or a change in a side signal; inactive = no such curve, though single readings can be large or run the other way; the % refers to the polarisation; also: potency is read from the fitted curve at half-maximal effect
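Fluorescence polarization: 7 uM MLL-CXXC (stock) preincubated 5 min with compounds, then 50 nM fluorescein-HOX-A9 DNA (stock) added; 30 min ambient. Buffer 50 mM Tris-HCl pH 7.5, 50 mM NaCl, 1 mM DTT, 0.05% BSA.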
Starred values were filed as active, the others as inactive; ? = inconclusive; . = not tested or not shown; [ ] = another dose, or the depositor's remark. Unless noted, calls follow the shape of the dose curve; as a rule, active = well fitted curve in the direction sought with a large enough effect; inconclusive = small, poorly fitted or top-dose-only effect, or another doubt; inactive = no such curve, though single readings can be large; an effect the other way counts as inactive or inconclusive.

SMILES	USP2a inh	FBPA coupling cs	Giardia kill	B2AR arrestin	KCNH2 3.1 block	hERG WT inh	PKM2 activator	GALK inh	TRPV1 agonist	Menin-MLL TR inh	CXXC DNA block
COc1ccc(/C(C)=N\n2cnnc2)cc1	2%	4	-12	0.2%	-4	-6	-2%	1%	1	16%	-1%
O=C1CCCC2=C1C(c1cccs1)CC(=O)N2c1ccc(F)cc1 (stereo unspecified)	1%	3	1	0.4%	-24	-3	0%	1%	1	12%	3%
COc1ccc(C(=O)NC(C)Cc2cnccn2)cc1OC1CCN(C(C)C)CC1 (stereo unspecified)	0%	.	-5	0.4%	3	3	2%	-5%	4	.	9%
CCN(CC)S(=O)(=O)c1ccc(S(=O)(=O)N2CCC(N3CCCCC3)CC2)cc1	2%	-1	-10	0.3%	-6	15	-9%	-1%	2	-6%	3%
Cc1ccc(OCCOc2ccc(S(=O)(=O)N3CCCC3)cc2C(N)=O)cc1	4%	.	-1	-0.1%	8	4	.	.	3	.	.
C=C(C)C(=O)Nc1cccc(C(C)=O)c1	2%	3	10	-0.3%	8	1	-14%	2%	8	2%	5%
Cc1ccc(C(=O)Nc2cccc(C(=O)N3CCOCC3)c2)cc1Cl	0%	0	13	-0.2%	-4	-19	5%	-7%	17	-11%	0%
CCOC(=O)C1=C(N)OC2=C(C(=O)CC(C)(C)C2)C1c1ccoc1 (stereo unspecified)	1%	-1	-4	-0.1%	4	-1	-4%	1%	16	17%	-4%
CCOc1ccc(-c2c(C)sc3nc[nH]c(=O)c23)cc1	0%	1	22	-0.8%	-4	1	-1%	-1%	2	13%	-7%
Cc1ccnc2c(N3C(=O)C4C5C=CC(C5)C4C3=O)cccc12 (stereo unspecified)	-4%	-1	10	-0.3%	-6	5	6%	3%	0	3%	5%
Cc1ccc(C(=O)NCC(=O)N2CCCCCC2)cc1	-1%	4	6	-0.1%	23	-8	0%	-1%	10	-18%	1%
O=C(CSc1cccc[n+]1[O-])CSc1cccc[n+]1[O-]	0%	1	-29	?	7	-5	-10%	0%	4	6%	-5%
CCC(=O)N1CCN(c2ccc(Cl)cc2NC(=O)Cc2ccccc2)CC1	4%	3	5	-0.4%	-3	2	?	5%	4	-1%	-9%
Cc1ccc2c(c1)N(CC(=O)NCCCN1CC(C)CC(C)C1)C(=O)c1cccnc1O2 (stereo unspecified)	1%	1	11	0.0%	8	21	-2%	.	3	11%	.
C/C(CC(=O)Nc1cc(Cl)ccc1C)=N\NC(N)=O	0%	-16	-5	-0.5%	32	-1	19%	1%	.	.	1%
CCCCN(C(=O)c1ccc(N(C)S(=O)(=O)c2ccc(C)cc2)cc1)c1c(N)n(CCC)c(=O)[nH]c1=O	1%	.	8	-0.8%	.	13	-3%	-11%	-4	.	11%
N#Cc1ccsc1NC(=O)C1=COCCO1	-1%	.	9	0.1%	?	0	.	.	-6	.	.
CCc1ccc(CN(C)C(C)C(=O)NCc2ccccc2)cc1 (stereo unspecified)	-2%	-2	14	0.0%	5	5	.	-1%	26	?	4%
CC(NC(N)=O)C(=O)Nc1ccc(Cl)c(S(=O)(=O)Nc2ccc(Cl)cc2)c1 (stereo unspecified)	0%	1	-15	0.5%	-2	-6	-8%	-2%	3	3%	5%
CCCn1c2c(c(O)c(C(=O)Nc3ncccc3O)c1=O)CCCC2	2%	-24	-14	-0.6%	-5	-1	-4%	5%	5	-3%	-10%
Cc1ccc2cc(CN(Cc3nnnn3C3CCCCC3)CC3CCCO3)c(=O)[nH]c2c1 (stereo unspecified)	2%	-3	7	0.2%	14	-22	2%	2%	4	?	-9%
O=C(Cc1n[nH]c(=O)[nH]c1=O)N/N=C/CCc1ccccc1	0%	1	3	-0.2%	-4	3	2%	0%	3	.	-2%
Cc1cccc(OCCC(=O)Nc2cc(S(=O)(=O)N3CCCCC3)ccc2N2CCOCC2)c1	1%	-2	-2	0.0%	19	-1	-4%	-2%	23	-10%	5%
Cc1cc(NC(=O)CSc2nc3ccccc3c(=O)n2-c2ccccc2)no1	2%	3	7	0.2%	8	-3	-3%	0%	-2	.	17%
CCOC(=O)c1cc(S(=O)(=O)N2CCCC2)cn1C	5%	1	-22	-0.5%	-13	-15	.	-6%	1	8%	0%
SMILES	USP2a inh	FBPA coupling cs	Giardia kill	B2AR arrestin	KCNH2 3.1 block	hERG WT inh	PKM2 activator	GALK inh	TRPV1 agonist	Menin-MLL TR inh	CXXC DNA block
Cc1ccccc1Nc1c(-c2ccncc2)nc2ccc(Br)cn12	4%	2	8	0.4%	0	9	2%	-1%	2	-12%	11%
COC(=O)c1ccc(Oc2coc3cc(OCc4cnn(-c5ccccc5)c4)ccc3c2=O)cc1	2%	0	-12	4.7%	-5	3	0%	.	-2	?	29%
CC1CN(C(=O)c2ccc(OC3CCN(Cc4ccccn4)CC3)cc2)CCN1C (stereo unspecified)	-1%	0	-1	0.3%	7	-6	4%	3%	-3	-9%	-8%
Cc1ccc(S(=O)(=O)N2CCC(C(=O)OCC(=O)N(CCC#N)c3ccc(F)cc3)CC2)cc1C	2%	.	0	-0.8%	16	5	.	.	-3	.	.
COc1ccc2[nH]c(=O)c(CN(CCc3ccccc3)C(C)=O)cc2c1	6%	3	1	-0.6%	14	-36	-4%	-1%	15	-8%	-3%
CCN(CC)CCNc1c2c(c(C#N)c3nc4ccccc4n13)CCCC2	6%	0	12	-0.7%	-15	0	1%	0%	0	6%	2%
CNC(=O)c1cc(C)c(-c2ccccc2)s1	0%	-1	-3	-0.2%	-7	-13	0%	0%	3	-20%	2%
Cc1ccc(S(=O)(=O)N(C)/N=C2/C(=O)N(CC(=O)O)c3ccccc32)cc1	0%	8	0	0.4%	-16	6	.	.	1	-29%	-7%
COc1ccc(CNC(=O)CN2C(=O)c3ccccc3C2=O)cc1	-2%	2	18	0.5%	-16	-1	.	-2%	11	-6%	-46%
CCN(CC)CC(=O)Nc1ccc(Oc2ccc(NC(=O)CN(CC)CC)cc2)cc1	0%	0	-12	-0.3%	19	2	-12%	1%	10	-12%	-1%
CC1=C(C(=O)Nc2ccccc2)C2(CCCCC2)C(C#N)=C(SCC(N)=O)N1	2%	8	4	0.0%	-5	-1	4%	-2%	-3	1%	-10%
CCC(C)N(C(=O)CSc1nnc(-c2cccs2)n1C1CC1)C1CCS(=O)(=O)C1 (stereo unspecified)	1%	.	-5	-0.3%	21	-1	.	.	-1	.	.
O=c1[nH]c(/C=C/c2ccccc2[N+](=O)[O-])nc2ccccc12	4%	0	1	-0.2%	7	-5	2%	0%	-1	1%	1%
O=C(Cn1cc(C(=O)c2ccco2)c2ccccc21)NC1CCCC1	0%	5	5	-0.3%	-14	2	1%	0%	3	12%	0%
O=C(NCC(c1ccco1)N1CCN(c2ccccc2F)CC1)C1CCCCC1 (stereo unspecified)	0%	.	7	-0.2%	-8	-3	.	.	10	.	.
COC(=O)C1=C(C)NC(=O)C1(NS(=O)(=O)c1ccc(C)cc1)C(F)(F)F (stereo unspecified)	7%	1	-2	0.1%	-4	29	-6%	-2%	1	.	13%
CCOc1ccc(N2C(=O)CS/C2=N/NC(=O)COc2ccc3ccccc3c2)cc1	-1%	4	-6	-0.9%	-2	-5	4%	-3%	0	7%	7%
O=C(CCN=C1NS(=O)(=O)c2ccccc21)OCC(=O)c1ccccc1	1%	.	-6	0.0%	-10	-16	.	.	3	.	.
CN(Cc1ccccc1)Cc1nc2c(c(=O)n(C)c(=O)n2C)n1Cc1ccccc1Cl	1%	1	-8	0.1%	-8	-7	0%	2%	.	-19%[11.7 µM]	-9%
[O-]/C(=C(\C(=S)NCc1ccccc1)[n+]1ccccc1)c1ccc(Cl)s1	3%	2	8	0.0%	-8	-3	0%	3%	1	?	36%[activator]
Cc1cc2nc(C)c(Cl)c(=O)n2[nH]1	1%	-3	?	-0.1%	-7	0	9%	4%	-5	18%	13%
CC1CCCCN1Cc1cnc(Cl)s1 (stereo unspecified)	0%	-1	-8	-0.2%	26	1	-17%	-5%	1	9%	-5%
O=C(COC(=O)c1ccc2c(c1)S(=O)(=O)N=C1CCCCCN12)NCCc1ccc(F)cc1	2%	8	1	0.0%	0	-6	0%	9%	-1	-13%	-4%
CCN1C(=O)N(c2ccc(Cl)cc2)C(C)=CC1(C)C	4%	1	-19	0.5%	4	2	-1%	-3%	1	-26%	1%
Cc1ccccc1NC1=C/C(=N\S(=O)(=O)c2ccc(C(=O)O)cc2)c2ccccc2C1=O	-3%	-44*	-16	-0.3%	1	0	.	?	2	?	?
O=[N+]([O-])c1ccccc1CNC1CCCCCC1	1%	-4	-14	0.4%	-7	3	1%	-1%	5	?	8%
CN=c1scc(C)n1/N=C/c1ccc2c(c1)OCO2	-2%	-3	2	-0.1%	-9	-2	-27%	0%	1	19%	-2%

Some of the compounds tested; the hit share may differ from the screen's.
